High-throughput results as filed in PubChem.
IDE exosite FP: insulin-degrading enzyme (human) exo-site inhibition. P14735. purified IDE, FL-6b probe fluorescence polarization; hits give low values. z-score at 20 µM. actives 6.3% (n = 17,000). AID 1259349;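 active = z-score of -3 or lower, meaning strong loss of probe binding signal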;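 note: His-tagged human IDE residues 42-1019 made in E. coli with 30 nM FL-6b probe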
Target sequence (P14735 42-1019 limits assumed): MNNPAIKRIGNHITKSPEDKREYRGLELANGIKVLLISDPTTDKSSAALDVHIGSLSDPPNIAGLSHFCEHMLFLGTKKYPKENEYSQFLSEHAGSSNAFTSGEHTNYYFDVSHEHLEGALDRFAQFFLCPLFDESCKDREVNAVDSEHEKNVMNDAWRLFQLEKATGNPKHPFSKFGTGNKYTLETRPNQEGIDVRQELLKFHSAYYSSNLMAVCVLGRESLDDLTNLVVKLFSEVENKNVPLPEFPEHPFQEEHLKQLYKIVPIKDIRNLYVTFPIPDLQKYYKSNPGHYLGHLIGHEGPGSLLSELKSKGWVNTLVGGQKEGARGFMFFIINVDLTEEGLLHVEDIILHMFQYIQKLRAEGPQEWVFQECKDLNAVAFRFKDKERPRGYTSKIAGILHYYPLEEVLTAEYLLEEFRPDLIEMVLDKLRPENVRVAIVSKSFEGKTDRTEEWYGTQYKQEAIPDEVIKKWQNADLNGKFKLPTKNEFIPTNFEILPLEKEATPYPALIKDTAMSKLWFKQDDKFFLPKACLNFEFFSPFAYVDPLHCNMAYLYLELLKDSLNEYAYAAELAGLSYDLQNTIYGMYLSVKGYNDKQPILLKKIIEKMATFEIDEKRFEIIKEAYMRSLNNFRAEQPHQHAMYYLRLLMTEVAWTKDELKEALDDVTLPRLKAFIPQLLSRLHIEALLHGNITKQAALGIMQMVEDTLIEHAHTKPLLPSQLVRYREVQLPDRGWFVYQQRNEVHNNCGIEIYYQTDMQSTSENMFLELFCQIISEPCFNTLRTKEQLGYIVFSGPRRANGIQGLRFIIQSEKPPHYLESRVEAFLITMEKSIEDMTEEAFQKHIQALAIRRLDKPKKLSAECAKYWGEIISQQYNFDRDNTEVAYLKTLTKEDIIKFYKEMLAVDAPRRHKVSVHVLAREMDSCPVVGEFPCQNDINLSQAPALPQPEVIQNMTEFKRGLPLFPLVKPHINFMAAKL
Numbers without * were called inactive; ! = a repeat was not active. An excerpt; rates above refer to the full screens.

| SMILES | IDE exosite FP |
| --- | --- |
| CCS(=O)(=O)N1CC2(C1)[C@H](c1ccccc1)[C@@H](CO)N2C(=O)c1ccccc1 | 0.23 |
| O=C(C[C@@H]1C[C@@H]2c3cc(NC(=O)C4CCOCC4)ccc3O[C@@H]2[C@@H](CO)O1)NCc1cccnc1 | 0.36 |
| CS(=O)(=O)N1[C@@H](C#N)[C@@H](c2ccc(C#CC3CC3)cc2)[C@@H]1CO | 4.7 |
| CCCC#Cc1ccc([C@H]2[C@H](CO)N3CCCCN(S(C)(=O)=O)C[C@@H]23)cc1 | 3.4 |
| CC(=O)N1CCCCN2[C@H](CO)[C@H](c3ccc(C#Cc4ccccc4F)cc3)[C@@H]2C1 | -4.9* |
| COCC(=O)N1CCCCN2[C@H](CO)[C@H](c3ccc(-c4ccc(OC)cc4)cc3)[C@H]2C1 | -1.3 |
| CS(=O)(=O)N1CC(=O)N2[C@H](C1)[C@@H](c1ccc(C#CCc3ccccc3)cc1)[C@@H]2CO | -3.2* |
| C[C@@H](O)C#Cc1ccc([C@@H]2[C@@H](CO)N3CCCCN(CC4CCOCC4)C[C@@H]23)cc1 | 0.3 |

Next section; it opens with the two that closed the last part.
| SMILES | IDE exosite FP |
| --- | --- |
| CS(=O)(=O)N1CC(=O)N2[C@H](C1)[C@@H](c1ccc(C#CCc3ccccc3)cc1)[C@@H]2CO | -3.2* |
| C[C@@H](O)C#Cc1ccc([C@@H]2[C@@H](CO)N3CCCCN(CC4CCOCC4)C[C@@H]23)cc1 | 0.3 |
| CN(C)C(=O)c1cccc(-c2ccc([C@@H]3[C@H](C#N)N(C(=O)C4CCC4)[C@H]3CO)cc2)c1 | 4.2 |
| COc1ccc2c3c(n(C)c2c1)[C@@H](CO)NCC31CCN(C(=O)Nc2ccc3c(c2)OCO3)CC1 | 0.96 |
| O=C(c1cnccn1)N1CC(=O)N2[C@H](CO)[C@@H](c3ccc(C4=CCCCC4)cc3)[C@@H]2C1 | -1.7 |
| N#C[C@H]1[C@@H](c2ccccc2)[C@@H](CO)N1C(=O)Cc1ccccc1 | -0.25 |
| O=C([C@H]1[C@H](CO)[C@H]2Cn3c(cccc3=O)[C@@H]1N2Cc1cocn1)N1CCCCC1 | 1.6 |
| COc1cccc(-c2ccc([C@H]3[C@@H](CO)N4CCCCN(Cc5cncnc5)C[C@@H]34)cc2)c1 | -2.7 |
| C[C@H](CO)N1C[C@H](C)[C@H](CN(C)S(=O)(=O)c2ccc(F)cc2)OCCCC[C@H](C)Oc2ccc(NC(=O)CCCCCC(=O)Nc3ccccc3N)cc2C1=O | 0.74 |
| CCS(=O)(=O)N1CC(=O)N2[C@H](C1)[C@@H](c1ccc(C#Cc3ccc(F)cc3)cc1)[C@@H]2CO | 2.8 |

Carrying on:
| SMILES | IDE exosite FP |
| --- | --- |
| C[C@@H]1CN([C@H](C)CO)C(=O)c2cc(N(C)C)ccc2O[C@@H]1CN(C)Cc1ccc(Oc2ccccc2)cc1 | -2.3 |
| O=C(CN1CCOCC1)N1CCCCN2[C@H](C1)[C@H](c1ccc(-c3ccccc3F)cc1)[C@@H]2CO | -0.74 |
| CC(C)NC(=O)N1[C@H](CO)[C@H](c2ccc(C#CC3CCCCC3)cc2)[C@@H]1C#N | 0.63 |
| N#C[C@@H]1[C@H](c2ccccc2)[C@H](CO)N1S(=O)(=O)c1ccc(F)cc1 | 4.2 |
| O=S(=O)(Cc1ccccc1)N1[C@H](CO)[C@@H](c2ccccc2)C12CN(CCC(F)(F)F)C2 | 1.1 |
| O=C(Cc1ccncc1)N1C[C@@H]2N[C@H](C1)C2c1ccc(/C=C/c2ccccc2)cc1 (some centres undefined) | -4.6*! |
| COc1cccc(C#Cc2ccc([C@@H]3[C@@H](C#N)N(C(=O)C4CCC4)[C@H]3CO)cc2)c1 | 1.5 |
| COc1ccc2c3c([nH]c2c1)[C@H](CO)N(CC1CC1)CC31CN(C(=O)c2ccc(F)cc2)C1 | 0.083 |

Five compounds already listed, sorted by their value in IDE exosite FP, highest first.
| SMILES | IDE exosite FP |
| --- | --- |
| COc1cccc(C#Cc2ccc([C@@H]3[C@@H](C#N)N(C(=O)C4CCC4)[C@H]3CO)cc2)c1 | 1.5 |
| O=S(=O)(Cc1ccccc1)N1[C@H](CO)[C@@H](c2ccccc2)C12CN(CCC(F)(F)F)C2 | 1.1 |
| CC(C)NC(=O)N1[C@H](CO)[C@H](c2ccc(C#CC3CCCCC3)cc2)[C@@H]1C#N | 0.63 |
| O=C(CN1CCOCC1)N1CCCCN2[C@H](C1)[C@H](c1ccc(-c3ccccc3F)cc1)[C@@H]2CO | -0.74 |
| C[C@@H]1CN([C@H](C)CO)C(=O)c2cc(N(C)C)ccc2O[C@@H]1CN(C)Cc1ccc(Oc2ccccc2)cc1 | -2.3 |

The results go on.
| SMILES | IDE exosite FP |
| --- | --- |
| CCCC#Cc1ccc([C@@H]2[C@@H](CO)N3C(=O)CN(S(=O)(=O)Cc4ccccc4)C[C@@H]23)cc1 | 0.96 |
| CCC(=O)N1CCCCN2[C@H](CO)[C@@H](c3ccc(-c4ccc(F)cc4)cc3)[C@@H]2C1 | 3.2 |
| N#C[C@H]1N[C@@H](CO)[C@H]1c1ccc(C2=CCCC2)cc1 | 2.5 |
| N#C[C@@H]1[C@@H](c2ccccc2)[C@H](CO)N1C(=O)c1ccccc1F | 0.68 |
| COc1ccc(S(=O)(=O)N2CCCCN3[C@H](C2)[C@H](c2ccc(C#CC4CC4)cc2)[C@@H]3CO)cc1 | 1.6 |
| CO[C@H]1CN(C)C(=O)c2cc(NC(=O)c3cnccn3)ccc2OC[C@@H](C)NC[C@H]1C | 0.84 |
| COc1ccc2c3c([nH]c2c1)[C@H](CO)N(C)CC31CCN(C(=O)c2ccccc2F)CC1 | 0.93 |
| CN1CCN(C(=O)C[C@H]2CC[C@H]3[C@@H](COC[C@@H](O)CN3C(=O)Nc3ccc4c(c3)OCO4)O2)CC1 | 0.81 |
| CN(C)C(=O)c1cccc(-c2ccc([C@H]3[C@H]4CN(C(=O)C5CCC5)CC(=O)N4[C@H]3CO)cc2)c1 | 0.17 |
| N#C[C@H]1[C@@H](c2ccc(-c3ccncc3)cc2)[C@@H](CO)N1C(=O)Cc1ccccc1 | 1.1 |
